Assay outcomes deposited in PubChem by Sanford-Burnham Center for Chemical Genomics.
PfGluPho inh – PfG6PD (Plasmodium falciparum) enzyme inhibition. PfGluPho enzyme, NADPH resazurin-diaphorase fluorescence. AID 504690. actives 0.78% (n = 350,000). inhibition, % at 20 µM;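 active means inhibition reaching at least a set limit at 20 µM in the primary screen, cut at about 59% in these data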;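 further: 0% = DMSO wells with substrate and 100% = DMSO wells lacking glucose-6-phosphate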
SENP8 block-1 – blocks the human protease SENP8; purified SENP8, Z-RLRGG-aminoluciferin cleavage, luminescence; inhibition, % at 10 µM; actives 1.2% (n = 330,000); AID 2540; in the data active means inhibition above about 50%
Target sequence (Q96LD8 whole entry, looked up): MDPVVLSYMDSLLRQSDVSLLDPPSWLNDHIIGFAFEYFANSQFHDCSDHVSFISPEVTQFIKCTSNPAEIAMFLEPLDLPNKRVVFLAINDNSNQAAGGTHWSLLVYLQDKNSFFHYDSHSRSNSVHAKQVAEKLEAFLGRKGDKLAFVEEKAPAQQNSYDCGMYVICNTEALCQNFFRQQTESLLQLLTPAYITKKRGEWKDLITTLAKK
SENP8 block-2 – inhibitors of human SENP8 protease | recombinant SENP8, Nedd8 substrate fluorescence | AID 602440 | inhibition, % at 20 µM | actives 0.64% (n = 360,000) | Q96LD8; in the data active means inhibition mostly above about 40%, no sharp cut-off; inactive means mostly below about 27%
SENP1 inh – blocks the human SENP1 SUMO protease catalytic domain. Q9P0U3. recombinant SENP1 catalytic domain, CyPet-SUMO1-YPet FRET cleavage. inhibition, % at 10 µM. actives 0.21% (n = 360,000). AID 624204;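 active means inhibition at least 30% at 10 µM, raw YFP signal under a set limit, fluorescence ratio 0.5 to 1.5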;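 further: 0% = enzyme with DMSO and 100% = no enzyme wells; some results filed as inactive read as strong as hits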
Target sequence (Q9P0U3 419-644 limits assumed): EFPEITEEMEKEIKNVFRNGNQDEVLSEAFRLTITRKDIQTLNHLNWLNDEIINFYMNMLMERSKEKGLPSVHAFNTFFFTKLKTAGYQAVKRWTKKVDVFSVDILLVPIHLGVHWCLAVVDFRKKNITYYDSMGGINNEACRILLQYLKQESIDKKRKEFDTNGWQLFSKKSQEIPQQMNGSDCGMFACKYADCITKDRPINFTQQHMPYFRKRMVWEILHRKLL
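Test system: recombinant human SENP1 catalytic domain, His6-tagged / Medium: pH 8 Tris buffer with EDTA, NaCl, BME, BSA, NP40, catalase / Also added: SUMO1 FRET substrate flanked by Cypet and Ypet, 25 nM / Times: 50 min reaction at room temperature / Signal: FRET, CFP and YFP emission / Control set: no-enzyme low control and enzyme-plus-DMSO high control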
beta cell repl – induces beta-cell replication in MIN6 cells; MIN6 cells proliferation, ATPlite luminescence, 48 h; cells starved in 0.2% serum; 100% = growth in 10% serum; AID 2380; proliferation, % at 10 µM; actives 0.29% (n = 330,000);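 active means compounds whose signal lies at least 3.5 SD above the mean of all wells on their plate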;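 further: 0% = DMSO-treated cells in low-serum medium and 100% = 10% serum control; some compounds called inactive have numbers as strong as hits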
SENP7 block – inhibitors of human SENP7 protease. Q9BQF6. recombinant SENP7, Z-RLRGG-aminoluciferin luminescence, 40 min. inhibition, % at 5 µM. actives 1.5% (n = 330,000);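 active means inhibition above about 50% at the single test dose, limit read from the data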;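 further: plate controls were DMSO with enzyme for no effect and no enzyme buffer wells for full effect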
UBC13 inh – blocks human UBC13 polyubiquitin chain formation; P61088; TR-FRET; actives 0.47% (n = 330,000); inhibition, % at 20 µM; in the data active means inhibition above about 45%, passing the limit was not always enough; inconclusive means no clear call, values can overlap the other calls
Target sequence (P61088 whole entry, looked up): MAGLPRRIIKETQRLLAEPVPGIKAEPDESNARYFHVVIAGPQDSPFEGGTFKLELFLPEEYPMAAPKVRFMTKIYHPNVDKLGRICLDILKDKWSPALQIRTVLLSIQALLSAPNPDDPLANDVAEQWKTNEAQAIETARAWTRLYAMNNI
HKDC1 inh – HKDC1 (human) hexokinase inhibition; inhibition, % at 20 µM; actives 0.16% (n = 340,000); recombinant HKDC1, G6PDH/diaphorase resazurin coupled fluorescence;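 active means inhibition above about 35% when tested at 20 µM, limit read from the data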;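 further: plate controls were DMSO wells with enzyme for no effect and DMSO wells lacking enzyme for full effect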
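Incubation: 90 min at room temperature in dark / Material: recombinant HKDC1 (HK5) hexokinase enzyme, produced in-house / Quantity: enzyme 5 µg/mL final / Compound: one dose of 20 µM, 1% DMSO / Reagent: glucose and ATP substrates / Buffer or medium: Tris pH 8.0 buffer with MgCl2, Tween-20, BSA, BME / Technique: resorufin fluorescence at 613 nm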
SENP6 block – inhibitors of human SENP6 protease; Q9GZR1; Recombinant SENP6 catalytic domain, aminoluciferin luminescence; inhibition, % at 10 µM; actives 1.8% (n = 330,000); AID 2599;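 active means inhibition above about 50% at the single tested dose, limit read from the data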;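 further: plate controls were DMSO wells with enzyme for no effect and DMSO wells lacking enzyme for full effect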
Target sequence (Q9GZR1 628-1112 limits assumed): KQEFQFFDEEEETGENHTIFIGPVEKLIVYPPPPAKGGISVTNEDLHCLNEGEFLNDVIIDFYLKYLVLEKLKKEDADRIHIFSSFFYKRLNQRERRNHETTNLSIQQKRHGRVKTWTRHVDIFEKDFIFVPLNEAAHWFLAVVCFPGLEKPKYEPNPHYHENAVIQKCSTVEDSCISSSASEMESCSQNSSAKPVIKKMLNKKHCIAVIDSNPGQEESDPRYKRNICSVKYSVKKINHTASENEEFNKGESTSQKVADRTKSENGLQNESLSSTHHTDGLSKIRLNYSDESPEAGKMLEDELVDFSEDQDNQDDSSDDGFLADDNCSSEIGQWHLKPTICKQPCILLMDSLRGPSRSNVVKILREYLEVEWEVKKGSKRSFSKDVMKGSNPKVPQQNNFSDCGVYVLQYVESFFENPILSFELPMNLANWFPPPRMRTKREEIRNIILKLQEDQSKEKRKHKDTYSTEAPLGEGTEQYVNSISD
* hit, by the source's call; ? = inconclusive; / = no result given. Rows are unselected. About 4% of those tested had a hit in this group.

SMILES	PfGluPho inh	SENP8 block-1	SENP8 block-2	SENP1 inh	beta cell repl	SENP7 block	UBC13 inh	HKDC1 inh	SENP6 block
c1ccc(C(c2ccccc2)N2CCN(Cc3nnnn3C3CCCC3)CC2)cc1	1	-4	6	-4	-2	4	4	12	-7
c1csc(-c2nn[nH]n2)c1	-18	-10	19	4	-5	-7	0	2	-15
CCc1cc2cc3c(cc2nc1SCC(=O)N1CCN(C(=O)c2ccco2)CC1)OCO3	2	0	-71	-9	0	4	-5	-1	-3
COc1ccccc1NS(=O)(=O)c1cc(N)ccc1N1CCCC1	70*	1	-356	-27	-5	-3	-6	-2	11
O=C(O)C1C2C=CC(C2)C1C(=O)N1CCOCC1 (stereo not drawn)	-10	2	12	1	0	2	-2	-10	-21
Cc1noc(C)c1COC(=O)C1CCN(S(=O)(=O)c2ccc(F)cc2)CC1	-5	-16	5	0	5	-11	-9	-6	-21
O=C(NC1CCCC1)c1ccccc1OCc1ccccc1	32	-5	11	3	1	-3	-12	7	-14
O=C(O)CC/C(=N\Nc1ccc(S(=O)(=O)N2CCCC2)cc1[N+](=O)[O-])c1cccs1	-17	/	38	2	/	/	/	2	/
O=C1N=c2ccc([N+](=O)[O-])cc2=C1c1sc(=O)[nH]c1O	-4	2	25	3	-3	2	-22	27	15
CCC1CCCCN1Cc1nc2c(c(=O)n(C)c(=O)n2C)n1CCCc1ccccc1 (stereo not drawn)	-7	5	-3	-1	1	6	13	1	-10
COCCN1Cc2cccc(C(=O)Nc3ccccc3OC)c2C1=O	0	-2	18	1	-1	15	-4	-4	-13
COc1ccc(CN2CCC(Cc3ccccc3)CC2)cc1OC	8	-2	17	1	-1	1	7	-1	0
Cn1nc(C(=O)Nc2nc3ccccc3[nH]2)c2ccccc2c1=O	6	1	-66	8	-2	0	-6	16	1
COc1ccc(NC(=O)CSc2n[nH]c(C(C)C)n2)c([N+](=O)[O-])c1	-6	-11	-8	3	-2	-2	-9	1	-6
Cc1cc2cc3c(C)cc(=O)oc3c(C)c2o1	3	-1	-204	-4	5	-1	12	1	-15
CCC(=O)N(CCc1ccc(OC)c(OC)c1)Cc1cc2ccc(C)cc2n2nnnc12	-15	-4	15	2	-3	1	0	-5	14
COC(=O)c1ccc(C(=O)OC)c(NC(=O)CSCc2ccccc2Br)c1	-13	-2	-178	1	-3	-1	12	3	-14
Cc1n[nH]c(C)c1Sc1ccccc1N=Cc1cc(Cl)cc([N+](=O)[O-])c1O	20	7	34	24	-5	3	-43	9	0
COc1ccccc1-n1cnnc1SCc1csc(-c2ccccc2)n1	-2	1	34	3	3	4	2	6	-7
CCCCCCC(=O)N(O)C1CC(=O)N(Cc2ccccc2)C1=O (stereo not drawn)	-16	-3	-31	6	-3	3	8	-10	3
CN(C)S(=O)(=O)c1ccc(C(=O)NC2CCCc3ccccc32)cc1 (stereo not drawn)	12	2	-3	1	-2	1	10	-2	12
Cc1ccc(CSC2=Nc3ccccc3C3=NC(CCC(=O)NCc4ccco4)C(=O)N23)cc1 (stereo not drawn)	15	0	-287	-3	-1	3	7	1	-7
COc1ccc(-c2nc(SCC(=O)NCc3ccco3)c(-c3ccccc3)[nH]2)cc1OC	16	7	-198	2	-1	-1	-5	-2	-3
Cc1ccccc1OCC(=O)N/N=C/c1ccc(N(C)C)cc1	8	0	-466	0	-2	7	15	-2	7
COc1cc(CNC2CCCCC2OC)cc(OC)c1 (stereo not drawn)	-20	-10	5	3	-1	-8	-10	-8	-22
CC(Sc1nnc(-c2ccco2)n1N)C(=O)NCc1ccc2c(c1)OCO2 (stereo not drawn)	-2	5	14	1	-2	6	0	3	-8
O=C(O)COc1ccccc1/C=N/NC(=O)CSc1nc2ccccc2n1Cc1ccccc1	-21	-3	14	3	2	9	-3	2	-1
Cc1ccc(S(=O)(=O)N(Cc2cccc(C)c2)C(=O)N2CCN(C)CC2)cc1	-1	-2	13	1	-3	6	-1	-1	2
COc1ccc(-n2sc3ccc(F)cc3c2=O)cc1	112*	91*	21	0	-7	79*	-16	5	91*
Cc1cc2sc3ccc(C#CC4(O)CCCCC4)cc3c(=O)c2cc1C	14	94*	-293	-135	-8	99*	-3	2	97*
COC(=O)c1ccc(/C=N/Nc2nc(C)c(C)s2)cc1	15	3	-313	3	-2	5	-8	2	23
COc1ccc(OC)c(NC(=O)C2=C(C)NC(=O)NC2c2cccs2)c1 (stereo not drawn)	-11	6	12	2	-1	6	2	4	7
COc1ccc(NC(=S)NCCCN2CCOCC2)cc1	-6	1	12	1	-3	-2	8	2	11
O=C(CCc1nnc2ccc(NCc3ccccc3)nn12)NC1CCCC1	11	-8	-20	-8	-1	0	1	-4	-9
CCOC(=O)CSc1nc(N)nc(C)c1Br	20	-2	11	1	3	3	8	2	1
COC1CCN(C(=O)c2cc(COc3ccc(-n4cncn4)cc3)on2)CC1	-5	-4	20	2	0	2	8	-3	1
Cn1nc(C(=O)NCC(c2cccs2)N2CCOCC2)c2ccccc2c1=O (stereo not drawn)	-15	-10	-4	-2	-4	-12	-8	-4	-14
O=C(Nc1ccccc1)/C(=C\c1ccc(F)cc1)NC(=O)c1ccco1	-1	3	-2	4	0	5	7	-3	5
COc1ccc2c(c1)[nH]c1c(N3CCN(Cc4ccc5c(c4)OCO5)CC3)ncnc12	55	-7	-62	-3	-6	-5	-1	3	-2
CC1=C(C(=O)OCc2ccc([N+](=O)[O-])cc2)N2C(=O)C(NC(=O)Cc3ccccc3)C2SC1 (stereo not drawn)	-5	-3	18	2	1	1	-14	6	2
Cn1cnnc1SC1CCCCC1NS(=O)(=O)c1ccc(Cl)cc1 (stereo not drawn)	-4	5	10	0	0	5	2	-1	1
COc1cc(C2Nc3ccccc3C(=O)N2c2ccccc2)ccc1O (stereo not drawn)	-12	-10	-473	3	-1	-1	12	-7	-17
COCCCNC(=O)COc1ccc(S(=O)(=O)NCc2ccccc2)cc1Cl	-1	-9	12	1	-1	-3	-2	-5	-25
Cc1cc(C)c2nc(-c3ccccn3)cc(C(=O)NCCc3ccc(S(N)(=O)=O)cc3)c2c1	11	7	-377	-2	-4	-4	6	-8	-4
CCC(CC)NC(=O)COC(=O)c1ccc2c(c1)C(=O)N(Cc1ccco1)C2=O	-6	-6	12	2	0	2	-5	1	-21
CCc1nc(SCC(=O)NCCc2ccc(OC)c(OC)c2)c2c(=O)n(C)c(=O)n(C)c2n1	3	0	2	1	-1	6	0	-5	7
CC(C)(C)[C@H]1C=C(C(=O)N2CCN(Cc3ccc4c(c3)OCO4)CC2)O[C@@H](OCCCCO)C1	-3	6	12	2	3	-3	7	-4	6
O=C(NNC(=O)c1ccc2nc[nH]c2c1)c1ccccc1	5	1	14	3	-4	1	8	-5	3
Cc1ccc(C)c(-c2nnc(NC(=O)CCS(=O)(=O)c3ccc(F)cc3)o2)c1	-5	-16	1	2	-7	-8	-5	-3	-5
OCCNc1nc2nonc2nc1NCCO	-3	-4	-7	-2	0	-5	0	-11	-21
O=S(=O)(c1cccc2nonc12)N1CCCCCC1	5	-10	10	5	-2	-12	-8	-3	-4
O=c1c2cc(-c3ccccc3)sc2nc2n1N=C(c1ccccc1)CS2	-18	-5	-149	-66	-2	20	4	2	11
CCN(CC(=O)Nc1ccc(NC(C)=O)cc1)CC(=O)Nc1ccccc1C(=O)c1ccccc1	-17	-10	14	2	2	-7	-9	-2	-14
C[C@H](/C=C/[C@@]1(O)[C@H](C)C[C@H](O)CC1(C)C)O[C@@H]1O[C@H](CO)[C@@H](O)[C@H](O)[C@H]1O	10	-2	-1	2	1	0	5	-7	-3
O=C(O)C1C2C=CC(C2)C1C(=O)N1CCN(C/C=C/c2ccccc2)CC1 (stereo not drawn)	-5	1	28	-2	2	9	0	-1	-23
COc1ccc(C(c2nnnn2CCc2ccccc2)N2CCN(C)CC2)cc1OC (stereo not drawn)	-10	/	22	0	/	/	/	0	/
Cc1ccc(C(=O)N2CCN(C/C=C/c3ccccc3)CC2)cc1S(=O)(=O)N1CCOCC1	1	/	3	-1	/	/	/	-2	/
CC(C)C(=O)N=C1NC(=O)CS1	-13	-7	6	4	1	-11	-5	-13	-16
CN(C)c1cc(NC(=O)CN2CCCC2)c2ccccc2n1	2	-11	-364	0	-2	-13	-7	-2	-39
Nn1c(SCC(=O)Nc2ccc3c(c2)OCCO3)nnc(CCC(=O)O)c1=O	14	4	-54	1	0	-11	1	-2	-4

An excerpt of these results, with two lines to a compound.
Results follow in this order: PfGluPho inh	SENP8 block-1	SENP8 block-2	SENP1 inh	beta cell repl	SENP7 block	UBC13 inh	HKDC1 inh	SENP6 block
COc1ccc(C(c2nnnn2CCc2ccccc2)N2CCN(C)CC2)cc1OC (stereo not drawn)
  -10	/	22	0	/	/	/	0	/
Cc1ccc(C(=O)N2CCN(C/C=C/c3ccccc3)CC2)cc1S(=O)(=O)N1CCOCC1
  1	/	3	-1	/	/	/	-2	/

Record cards, as listed above:
CN(C)c1cc(NC(=O)CN2CCCC2)c2ccccc2n1 is listed as PfGluPho inh: 2; SENP8 block-1: -11; SENP8 block-2: -364; SENP1 inh: 0; beta cell repl: -2; SENP7 block: -13; UBC13 inh: -7; HKDC1 inh: -2; SENP6 block: -39
C[C@H](/C=C/[C@@]1(O)[C@H](C)C[C@H](O)CC1(C)C)O[C@@H]1O[C@H](CO)[C@@H](O)[C@H](O)[C@H]1O is listed as PfGluPho inh: 10; SENP8 block-1: -2; SENP8 block-2: -1; SENP1 inh: 2; beta cell repl: 1; SENP7 block: 0; UBC13 inh: 5; HKDC1 inh: -7; SENP6 block: -3

Continued.
SMILES	PfGluPho inh	SENP8 block-1	SENP8 block-2	SENP1 inh	beta cell repl	SENP7 block	UBC13 inh	HKDC1 inh	SENP6 block
COCCCNC(=O)Cn1nc(-c2ccccc2OC)ccc1=O	-11	3	2	0	-3	1	8	-1	5
COc1ccc(-c2nc(CS(=O)CC(=O)NC3CCCC3)c(C)o2)cc1 (stereo not drawn)	10	-2	2	1	-1	3	-8	-2	5
CCC(=O)NC(=S)Nc1ccc(-c2nc3ccccc3s2)cc1	-13	-7	-219	1	-3	38	-23	-7	-7
CN=c1c([N+](=O)[O-])nn(-c2ccc3c(c2)OCCO3)n1O	-10	2	12	2	-5	3	-24	-5	6
COC(=O)c1ccc(OC)c(CSc2nnc(COc3ccc(Cl)cc3)o2)c1	7	5	17	-2	-3	-7	8	-1	9
COc1ccc(-c2c(-c3cc(OC)cc(OC)c3)n(C)c3ccc(-c4cnc(OC)nc4)cc23)cc1	-8	-11	-217	2	-4	-7	?	0	-9
Cc1cc2nnc(SCc3ccc4c(c3)OCO4)n2c2ccccc12	15	/	-67	0	/	/	/	0	/
COc1ccc(Cc2nnc(NC(=O)c3cc(OC)cc(OC)c3)s2)cc1	-23	-10	-2	-9	-1	10	-6	-1	-12
CCc1cc(CNC(=O)c2cc(COc3ccc(C)nc3)on2)on1	2	-1	-24	-6	1	-10	6	-4	-25
CCCCn1c(N)c(N(CC(C)C)C(=O)CN(C)Cc2cccc(OC)c2)c(=O)[nH]c1=O	4	-2	1	-4	0	2	-2	-3	-3
O=C(COC(=O)c1ccc(Cl)nc1)NCc1ccco1	-1	7	5	3	1	8	5	-8	1
O=c1c(=O)n(O)c2ccccc2n1O	-9	3	-4	-2	0	3	-7	-10	11
CCOC(=O)/C(C#N)=C/C1=C(N2CCCC2)CC(C)(CC)OC1 (stereo not drawn)	-3	3	17	-41	2	-4	0	5	-6
